Source: PubChem
NOD2-RIPK2 inh: NOD2-RIPK2 binding disruptors in cells, primary screen, fluorescence, CHO cells, BLA complementation | inhibition, % at 4.98 µM | hit rate 0.38% among 360,000 | Receptor-interacting serine/threonine-protein kinase 2 (Homo sapiens), O43353 | CCF4 ratio | AID 624267, 2012; in the data active = inhibition above about 21%;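 note: 0% = vehicle only and 100% = reference blocker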
COUP-TFII inh: NR2F2 transcriptional activity inhibitors, primary screen, cell-based, luciferase reporter, HEK293T, luminescence; COUP transcription factor 2 (Homo sapiens), P24468; HEK293T NGFI-A luciferase reporter; inhibition, % at 8.6 µM; hit rate 0.7% among 370,000;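 active = inhibition above a per-plate cutoff, mean inhibition of test wells between control levels plus 3 SD, cut at about 38% in these data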;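 note: cells cotransfected with COUP-TFII expression vector driving the NGFI-A reporter; 0% = median of COUP-TF2 test wells and 100% = reporter-only cells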
SRC3 inh: SRC3 coactivator transcriptional activity inhibitors, primary screen, cell-based, luminescence | inhibition, % at 3.6 µM | HEK293 GAL4-SRC3 luciferase reporter | hit rate 0.17% among 360,000;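 active = inhibition above a per-campaign cutoff, the mean of all compounds plus 3 SD, cut at about 60% in these data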;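 note: 0% = DMSO-treated cells and 100% = gossypol-treated cells at 36 µM; higher means less SRC3-driven luciferase light from the GAL4 reporter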
EBV LMP1 NFkB: EBV LMP1-driven NF-kappaB luciferase reporter inhibitors, primary screen, cell-based, luminescence, single point. inhibition, % at 12.5 µM. LMP1-induced NF-kappaB luciferase reporter cells. hit rate 0.69% among 350,000; in the data active = inhibition above about 41%;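 note: 0% = neutral control wells and 100% = reference inhibitor control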
TRAIL sens C8: viability loss with TRAIL in NB7+C8 cells, primary screen, TRAIL sensitizer project, cell-based, ATPlite luminescence. inhibition (viability loss, TRAIL sensitization), % at 10 µM. hit rate 1% among 360,000. AID 624354, 2012;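 active = compounds causing at least 50% loss of cell viability in the single-dose screen, relative to plate controls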
TROY NFkB inh: inhibitors of TROY-driven NF-kB signaling, primary screen, Q293 LMP1-TROYcd cells, NF-kB luciferase, uHTS. inhibition, % at 10 µM. AID 1347056, 2019. Q293 LMP1-TROYcd NF-kB luciferase reporter, 4 h. hit rate 0.98% among 360,000;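 active = compounds whose plate-normalised and pattern-corrected inhibition of the luciferase reporter signal at the single screening dose is 50% or more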
SRC1 inh: SRC1 coactivator transcriptional activity inhibitors, primary screen, cell-based, luminescence; Nuclear receptor coactivator 1 (Homo sapiens), Q15788; HEK293 GAL4-SRC1 luciferase reporter; inhibition, % at 3.6 µM; hit rate 0.12% among 360,000;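 active = inhibition above the campaign mean plus 3 SD, with each screening campaign given its own cutoff, cut at about 60% in these data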;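 note: 0% = DMSO treated cells and 100% = gossypol at 36 µM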
TWEAK-Fn14 inh: inhibitors of TWEAK-Fn14 signaling, primary screen, luciferase reporter cells, uHTS; inhibition, % at 10 µM; TWEAK-stimulated Fn14 reporter cells, luciferase luminescence, 8 h; AID 1159606, 2016; hit rate 2% among 360,000; in the data active = inhibition above about 50%
NCOA2 inhibitor: inhibition of GAL4-SRC2 driven luciferase reporter, primary screen, SRC2 inhibitor project, cell-based, luminescence. Nuclear receptor coactivator 2 (Homo sapiens), Q15596. HEK293 GAL4-SRC2 luciferase reporter. inhibition, % at 9 µM. hit rate 0.17% among 370,000;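 active = inhibition above the mean inhibition of all tested compounds plus 3 SD, set per campaign, cut at about 52% in these data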;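 note: 0% = DMSO treated cells and 100% = cells given Gossypol at 36 µM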
Target sequence (Q15596 whole entry, looked up, the tested form may be a part): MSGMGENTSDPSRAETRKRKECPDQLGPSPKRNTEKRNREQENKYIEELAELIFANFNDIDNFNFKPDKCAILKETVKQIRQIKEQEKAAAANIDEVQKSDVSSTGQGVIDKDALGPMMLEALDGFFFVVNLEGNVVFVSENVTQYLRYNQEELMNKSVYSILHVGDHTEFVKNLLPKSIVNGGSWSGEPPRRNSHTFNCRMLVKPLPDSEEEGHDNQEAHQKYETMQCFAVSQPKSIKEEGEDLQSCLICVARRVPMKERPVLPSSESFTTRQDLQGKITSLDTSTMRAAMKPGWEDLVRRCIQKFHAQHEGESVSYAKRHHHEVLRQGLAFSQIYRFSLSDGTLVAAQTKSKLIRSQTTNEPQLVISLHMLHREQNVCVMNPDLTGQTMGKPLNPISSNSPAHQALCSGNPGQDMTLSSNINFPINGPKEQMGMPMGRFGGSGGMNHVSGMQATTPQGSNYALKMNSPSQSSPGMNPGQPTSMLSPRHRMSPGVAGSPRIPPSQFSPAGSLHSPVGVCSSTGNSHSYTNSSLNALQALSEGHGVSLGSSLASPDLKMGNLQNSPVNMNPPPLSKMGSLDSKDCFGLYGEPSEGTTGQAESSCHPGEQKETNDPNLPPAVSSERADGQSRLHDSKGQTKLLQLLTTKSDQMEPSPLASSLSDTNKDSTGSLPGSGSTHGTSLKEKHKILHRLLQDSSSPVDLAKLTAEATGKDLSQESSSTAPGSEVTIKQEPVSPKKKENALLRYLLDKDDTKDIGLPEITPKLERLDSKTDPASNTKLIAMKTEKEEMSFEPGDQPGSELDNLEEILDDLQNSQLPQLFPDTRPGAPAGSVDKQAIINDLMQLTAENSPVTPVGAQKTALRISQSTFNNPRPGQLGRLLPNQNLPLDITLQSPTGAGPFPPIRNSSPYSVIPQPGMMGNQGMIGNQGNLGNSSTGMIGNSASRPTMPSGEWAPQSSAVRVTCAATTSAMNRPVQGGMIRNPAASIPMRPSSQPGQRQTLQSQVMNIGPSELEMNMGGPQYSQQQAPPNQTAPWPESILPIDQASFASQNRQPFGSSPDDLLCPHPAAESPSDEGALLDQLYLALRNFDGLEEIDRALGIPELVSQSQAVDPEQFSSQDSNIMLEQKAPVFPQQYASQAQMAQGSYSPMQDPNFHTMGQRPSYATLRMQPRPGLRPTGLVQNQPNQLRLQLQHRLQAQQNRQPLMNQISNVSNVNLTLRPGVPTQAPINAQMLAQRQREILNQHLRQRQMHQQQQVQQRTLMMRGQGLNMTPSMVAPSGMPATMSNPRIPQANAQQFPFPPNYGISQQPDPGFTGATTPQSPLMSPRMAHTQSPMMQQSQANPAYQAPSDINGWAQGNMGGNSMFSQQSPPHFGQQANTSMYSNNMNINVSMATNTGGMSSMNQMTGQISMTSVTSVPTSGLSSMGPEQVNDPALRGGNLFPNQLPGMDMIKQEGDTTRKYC
TLR9-MyD88 block: inhibitors of TLR9-MyD88 association in cells, primary screen, cell-based, CHO, BLA complementation, fluorescence; Toll-like receptor 9 (Homo sapiens) + Myeloid differentiation primary response protein …; CCF4 FRET ratio; AID 504734, 2011; hit rate 0.21% among 340,000; inhibition, % at 4.98 µM;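 active = inhibition above the mean over all tested compounds plus 3 SD, cut at about 21% in these data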;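 note: 0% = DMSO only wells and 100% = clavulanate BLA inhibitor control wells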
NR5A2 inv ag: LRH-1 (NR5A2) inverse agonists, primary screen, cell-based, luminescence, HEK293T, StAR-luciferase reporter; inhibition, % at 3.6 µM; Nuclear receptor subfamily 5 group A member 2 (Homo sapiens), O00482; hit rate 0.13% among 360,000; LRH-1 transfected, 24 h;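 active = inhibition above the mean inhibition of all tested compounds plus 3 SD, cut at about 73% in these data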;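 note: 0% = DMSO wells and 100% = reporter-only cells lacking LRH-1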
An asterisk follows results filed as active; · = no result given; & = joins results of further samples.

SMILES | NOD2-RIPK2 inh | COUP-TFII inh | SRC3 inh | EBV LMP1 NFkB | TRAIL sens C8 | TROY NFkB inh | SRC1 inh | TWEAK-Fn14 inh | NCOA2 inhibitor | TLR9-MyD88 block | NR5A2 inv ag
C=C(c1ccccc1C)[n+]1ccccc1 | 2 | -7 | -4 | 10 | -8 | 3 | -2 | 18 | -5 | 0 | 5
COc1ccc(OC)c(-n2c(-c3cc(-c4ccccc4)n[nH]3)n[nH]c2=S)c1 | -12 | 2 | 16 | -11 | -12 | 8 | -3 | -9 | 2 | -14 | -5
CCOC(=O)CSc1nnc(-c2c[nH]c3ccccc23)n1CC | -1 | -21 | -8 | 9 | 1 | -4 | -11 | -4 | 0 | 0 | 18
Cc1cccc([C@@H]2[C@@H]3C(=O)N(Cc4ccccc4)C(=O)[C@@H]3[C@]3(C)C(=O)N(c4cccc(F)c4)C(=O)N23)c1 | -5 | 1 | -27 | -2 | 4 | 8 | -18 | 4 | 1 | 0 | 34
Cc1cnc(C(=O)OCc2ccc(COC(=O)c3cnc(C)cn3)cc2)cn1 | 8 | 6 | 2 | 4 | -3 | -11 | -7 | -8 | -19 | -8 | -26
Cc1cc(S(=O)(=O)N2CCOCC2)ccc1NC(=O)c1ccc(F)cc1 | -4 | 0 | 3 | 4 | -9 | 17 | -9 | -15 | 1 | -9 | 2
O=c1c2cc3c(cc2[nH]c(=S)n1Cc1ccco1)OCO3 | 1 | -13 | -1 | -2 | -11 | 13 | 6 | -5 | -17 | -6 | 12
Cc1ccc2c(c1)N(C(=O)CCC(=O)NCc1cccc(Br)c1)CC(C)O2 (stereo unspecified) | 2 | 14 | 3 | -5 | 1 | 11 | -21 | 5 | 4 | 0 | 19
CC(CCO)Nc1nc2c([nH]1)c(=O)n(C)c(=O)n2C (stereo unspecified) | -8 | 10 | 19 | 4 | 6 | -1 | -1 | 13 | 4 | -6 | -6
CN1Cc2c(N)cccc2C(c2ccccc2)C1 (stereo unspecified) | -10&8 | -4 | -7&-7 | 4&-9 | -3&1 | 5&2 | 7&-4 | -10&-10 | 11 | 8&-2 | 1&-26
Cc1ccc(C2(C)NC(=O)N(CC(=O)N(C)CC(=O)Nc3cccc(F)c3)C2=O)cc1 (stereo unspecified) | -9 | -6 | 29 | -5 | -2 | 14 | -11 | -22 | 13 | -8 | 1
Cc1ccc(S(=O)(=O)N2C[C@H]3n4c(=O)ccc(=O)n4C[C@H](OC(=O)NC4CC4)[C@@]3(O)C2)cc1 | 0 | 11 | -4 | 3 | -19 | -3 | 4 | -4 | 25 | -7 | -14

3 of the compounds above, with values under each structure:
The line under a structure holds: NOD2-RIPK2 inh	COUP-TFII inh	SRC3 inh	EBV LMP1 NFkB	TRAIL sens C8	TROY NFkB inh	SRC1 inh	TWEAK-Fn14 inh	NCOA2 inhibitor	TLR9-MyD88 block	NR5A2 inv ag
Cc1cc(S(=O)(=O)N2CCOCC2)ccc1NC(=O)c1ccc(F)cc1
 : -4	0	3	4	-9	17	-9	-15	1	-9	2
COc1ccc(OC)c(-n2c(-c3cc(-c4ccccc4)n[nH]3)n[nH]c2=S)c1
 : -12	2	16	-11	-12	8	-3	-9	2	-14	-5
CN1Cc2c(N)cccc2C(c2ccccc2)C1 (stereo unspecified)
 : -10&8	-4	-7&-7	4&-9	-3&1	5&2	7&-4	-10&-10	11	8&-2	1&-26

Some of these compounds in order of length of the SMILES, rising:
SMILES | NOD2-RIPK2 inh | COUP-TFII inh | SRC3 inh | EBV LMP1 NFkB | TRAIL sens C8 | TROY NFkB inh | SRC1 inh | TWEAK-Fn14 inh | NCOA2 inhibitor | TLR9-MyD88 block | NR5A2 inv ag
CN1Cc2c(N)cccc2C(c2ccccc2)C1 (stereo unspecified) | -10&8 | -4 | -7&-7 | 4&-9 | -3&1 | 5&2 | 7&-4 | -10&-10 | 11 | 8&-2 | 1&-26
O=c1c2cc3c(cc2[nH]c(=S)n1Cc1ccco1)OCO3 | 1 | -13 | -1 | -2 | -11 | 13 | 6 | -5 | -17 | -6 | 12
Cc1ccc2c(c1)N(C(=O)CCC(=O)NCc1cccc(Br)c1)CC(C)O2 (stereo unspecified) | 2 | 14 | 3 | -5 | 1 | 11 | -21 | 5 | 4 | 0 | 19
Cc1ccc(C2(C)NC(=O)N(CC(=O)N(C)CC(=O)Nc3cccc(F)c3)C2=O)cc1 (stereo unspecified) | -9 | -6 | 29 | -5 | -2 | 14 | -11 | -22 | 13 | -8 | 1
Cc1cccc([C@@H]2[C@@H]3C(=O)N(Cc4ccccc4)C(=O)[C@@H]3[C@]3(C)C(=O)N(c4cccc(F)c4)C(=O)N23)c1 | -5 | 1 | -27 | -2 | 4 | 8 | -18 | 4 | 1 | 0 | 34

Remaining list, next part
SMILES | NOD2-RIPK2 inh | COUP-TFII inh | SRC3 inh | EBV LMP1 NFkB | TRAIL sens C8 | TROY NFkB inh | SRC1 inh | TWEAK-Fn14 inh | NCOA2 inhibitor | TLR9-MyD88 block | NR5A2 inv ag
O=C(O)c1ccc(Cl)c(NC(=S)NC(=O)c2ccccc2[N+](=O)[O-])c1 | -2 | -1 | 10 | -4 | 2 | 1 | -35 | -11 | 16 | -8 | 14
O=C(COc1ncnc2cc([N+](=O)[O-])ccc12)NC1CCCCC1 | -11 | -1 | 10 | -2 | -6 | -1 | -8 | -4 | -8 | -10 | 6
CCc1ccc(N(CC(=O)Nc2ccc(NC(C)=O)cc2)S(=O)(=O)c2ccccc2)cc1 | -10 | 0 | -2 | 2 | 1 | -15 | -21 | 17 | 22 | 5 | -7
Cc1nc(N2CCOCC2)nc(N2CCCCC2)c1[N+](=O)[O-] | -6 | 8 | 2 | -2 | -9 | 40 | -1 | -8 | -13 | 5 | -9
CCCOc1ccc(C(C)=O)cc1CSc1nc(O)cc(=O)[nH]1 | -7 | -13 | 3 | 1 | 7 | -6 | 8 | 22 | -10 | 4 | 9
O=[N+]([O-])c1cc2c(cc1/C=N/Nc1nc(N3CCCC3)nc(N3CCCC3)n1)OCO2 | 3 | 4 | 17 | -10 | 1 | 18 | -1 | 2 | 11 | 5 | 12
Cc1ccc(S(=O)(=O)N(C)C)cc1NC(=O)c1cncc(Br)c1 | -1 | 19 | 35 | 12 | 20 | 11 | 35 | 31 | -14 | -12 | 41
Cc1ccc(-c2cc(C(F)F)n3ncc(C(=O)Nc4c(C)nn(Cc5c(Cl)cccc5Cl)c4C)c3n2)cc1 | -8 | -4 | 24 | 2 | 22 | -11 | 2 | 12 | 12 | 6 | -10
C/C(Nc1ccc(Cl)cc1)=C(/C#N)C(N)=O | -15 | 13 | 14 | -8 | -7 | -24 | 8 | -7 | -12 | 3 | -4
O=C(NCCCN1CCOCC1)c1ccc(Cl)c([N+](=O)[O-])c1 | 2 | 7 | 8 | · | -11 | 12 | 2 | 1 | -6 | · | 3
O=C(Nc1ccc(S(=O)(=O)N2CCCC2)cc1)c1cccnc1Cl | -5 | 3 | 10 | 2 | 7 | -5 | 5 | -4 | -11 | -4 | 4
CCN(Cc1ccc2c(c1)OCO2)C(=O)/C=C/c1cccc(Br)c1 | 2 | -12 | -4 | -5 | 10 | -37 | -6 | -33 | -9 | -10 | 4
Cc1ccc(S(=O)(=O)Nc2ccc(SC(F)F)cc2)c(C)c1 | 9 | 19 | 10 | 5 | -5 | 13 | -5 | 23 | -1 | 4 | 1
C=CCn1c(SCC(=O)NC(=O)NCC(C)C)nnc1C1CCCCC1 | -18 | -6 | 12 | -2 | -12 | 7 | 3 | -2 | -32 | -1 | 17
O=C(CSc1nnc(-c2ccccn2)o1)Nc1cccc(Cl)c1 | -5 | -31 | -76 | -26 | 1 | -30 | -61 | -19 | -31 | -5 | -67
Cc1cc(S(=O)(=O)NCc2ccc(N3CCN(C)CC3)cc2)c(C)s1 | -9 | -8 | 27 | · | 17 | -7 | 7 | 10 | 7 | · | 4
Cc1ccccc1-n1c(SCC(=O)N/N=C/C=C/c2ccccc2[N+](=O)[O-])nc2ccccc2c1=O | 1 | -1 | 13 | 18 | 3 | 8 | 0 | 25 | 5 | -7 | -20
COCCCNC(=O)CN1C(=O)c2cccc3cccc1c23 | 2 | -17 | -16 | -17 | -4 | -10 | 8 | -1 | -4 | -2 | 15
Cc1ccc(C(=O)CSc2nsc(C)c2C#N)cc1 | -4 | -24 | -110 | -21 | 3 | -56 | -72 | -34 | -29 | -2 | -132
CC1C(=O)c2ccccc2CC1C(=O)O (stereo unspecified) | 2 | -12 | 1 | -1 | -6 | 12 | -31 | 5 | -2 | -9 | -7
COc1ccc2[nH]c(C)c(C(=O)CN3CCN(C/C=C/c4ccccc4)CC3)c2c1 | -1 | 2 | -6 | -1 | 1 | 7 | -4 | 1 | -8 | -5 | -6
COC(=O)C(Cc1csc2ccc(Cl)cc12)NC(=O)c1ccc(Cl)cc1 (stereo unspecified) | 2 | -5 | -20 | -5 | -6 | -41 | -24 | -22 | -55 | -9 | 4
COc1ccc(S(=O)(=O)N(C)c2ccc(C(=O)N3CCC(C(N)=O)CC3)cc2)cc1OC | -1 | 6 | 5 | 4 | 1 | 2 | 5 | 2 | -11 | -2 | 10
CC(=O)Nc1ccc(S(=O)(=O)NNC(=O)c2cccc([N+](=O)[O-])c2)cc1 | -4 | 22 | -2 | -23 | -17 | 1 | 4 | 0 | -29 | 7 | 15
COC1CCCN(C(=O)c2ccc3nc(Cc4cccc(Cl)c4)oc3c2)C1 (stereo unspecified) | -8 | -2 | -8 | -12 | -9 | -18 | -26 | -14 | -18 | -5 | -19
O=C(NCCc1cn2ccccc2n1)c1cc(COc2c(F)cccc2F)on1 | -5 | 20 | 16 | -3 | 4 | -2 | 4 | -14 | -28 | -3 | 12
O=C1OCCN1c1c(-c2ccccc2)c(-c2cccs2)nc2c(-c3ccccc3)cccc12 | 10 | · | 12 | 0 | -8 | -5 | -26 | 8 | · | 2 | -24
O=C(COc1ccc2ccccc2c1)Nc1cccnc1Cl | -3 | 10 | -26 | 10 | -12 | -60 | -36 | -23 | -3 | -2 | -58
COCCNC(=O)Cn1nc(C(F)(F)F)cc1C | -5 | -12 | -5 | -5 | 6 | -2 | -4 | 3 | 1 | -16 | -18
O=C(Nc1cc(S(=O)(=O)N2CCOCC2)ccc1N1CCOCC1)C1CCCO1 (stereo unspecified) | -1 | 1 | -28 | -5 | 2 | 5 | 5 | -15 | -2 | 2 | 19
O=C(NC(=S)NCc1ccccc1)C1CCCCC1 | -13 | 14 | -44 | -9 | 7 | -6 | -8 | 11 | -32 | -15 | 4

Some of the compounds tested (hit frequency here may not be typical).
